All columns: NCI-60 one-dose screen, growth in % after 48 h at 10 µM unless noted; 100 = growth as untreated, 0 = no growth, -100 = all killed.
UACC-62 – UACC-62 melanoma | hit rate 5.4% among 81,000 | AID 1794756
SK-MEL-5 – SK-MEL-5 melanoma; hit rate 6.4% among 80,000
EKVX – EKVX NSCLC | AID 1794765 | hit rate 3% among 71,000
A549/ATCC – A549/ATCC NSCLC; hit rate 3.7% among 81,000
UACC-257 – UACC-257 melanoma. AID 1794764. hit rate 4.4% among 78,000
M14 – M14 melanoma; hit rate 6.2% among 80,000; AID 1794745
SK-MEL-28 – SK-MEL-28 melanoma; hit rate 4.1% among 81,000; AID 1794761
HOP-92 – HOP-92 NSCLC cells | hit rate 6.3% among 71,000 | AID 1794738
The depositor's hits bear a star; . = no result given. The calls were made as follows: active = growth percent below 10; inactive = the rest.

SMILES | UACC-62 | SK-MEL-5 | EKVX | A549/ATCC | UACC-257 | M14 | SK-MEL-28 | HOP-92
COc1ccc(-c2cn(-c3ccc(Cl)cc3)c(SCc3ncc(C)cc3C)n2)cc1 | 84 | 103 | 85 | 70 | 83 | . | 94 | 96
CCCCCCCCCC1OCC(C)([N+](=O)[O-])CO1 (stereo not drawn) | 81 | 101 | 94 | 100 | 101 | . | 96 | 82
COc1cc2nc(SCC(=O)Nc3cc(OC)c(OC)c(OC)c3)n(Cc3ccccc3)c(=O)c2cc1OC | 76 | 67 | 75 | 28 | 21 | 39 | 60 | .
BrCCc1ccc(CCCc2ccccc2)cc1 | 99 | 103 | 115 | 97 | 101 | 105 | 102 | .
COc1ccc(NC(=O)Cn2nncc2COc2ccc3ccccc3c2C=O)cc1 | 90 | 100 | 103 | 104 | 100 | 93 | 104 | 116
COc1ccc(Cn2cc(C(=O)N=Nc3c(O)[nH]c4cc(Cl)c(F)cc34)nn2)cc1 | 108 | 100 | 108 | 98 | 100 | 107 | 115 | 129
COC(C)(C)c1cc(C(C)(C)C)c(O)c(C(C)(C)C)c1 | 92 | 100 | 105 | 76 | 92 | 105 | 106 | 82
Nc1ccc(C(=O)OCc2ccccc2)cc1 | 89 | 100 | 104 | 89 | 105 | 115 | 113 | 80
Cc1nn(-c2ccc(Br)cc2)c2nc3[nH]c(=O)[nH]c(=O)c3nc12 | 102 | 100 | . | 102 | 99 | 112 | 91 | 110
CN1c2ccccc2Sc2cc(C3CCC(=O)N3)ccc21 (stereo not drawn) | 76 | 96 | 88 | 85 | 91 | 80 | 83 | 62
CC(C)c1ccc(/C=C/C=O)cc1 | . | 96 | 95 | 93 | 96 | 96 | 98 | 85
O=C(NCn1c(=O)[nH]c2ccccc2c1=O)OCc1ccccc1 | 86 | 93 | 85 | 107 | 100 | 108 | 104 | 94

Looked up above.
Cc1nn(-c2ccc(Br)cc2)c2nc3[nH]c(=O)[nH]c(=O)c3nc12 in UACC-257 has 99
CC(C)c1ccc(/C=C/C=O)cc1 in UACC-257 has 96

Further entries
SMILES | UACC-62 | SK-MEL-5 | EKVX | A549/ATCC | UACC-257 | M14 | SK-MEL-28 | HOP-92
CCC(C)C1CCC(O)CC1C (stereo not drawn) | 106 | 103 | 105 | 104 | 104 | 103 | 110 | 100
Nc1ccc(C(=O)C[n+]2ccccc2)cc1 | 104 | 106 | 102 | 108 | . | 103 | 109 | 100
CN1C(=O)N(C)[C@H]2NC(NN)=N[C@H]21 | 101 | 101 | 99 | 98 | 97 | 100 | 101 | 90
NS(=O)(=O)c1ccc(-n2cc(-c3cccc(NC(=O)c4cc(Cl)cc(Cl)c4)c3)nn2)cc1 | 70 | . | 89 | 27 | 83 | 52 | 45 | 98
COC(=O)c1cc(=O)nc(N/N=C/c2ccco2)s1 | 106 | 100 | . | 107 | 117 | 121 | 104 | 86
C=CSC(=S)Sc1ccccc1 | 104 | . | . | 94 | 102 | 114 | 108 | 134
Cc1c(C(=O)N[C@H]2CCCN(Cc3ccccc3)C2)nn(-c2ccc(Cl)cc2Cl)c1-c1ccc(Cl)cc1 | 71 | 79 | 69 | 78 | 89 | 83 | 92 | 74
COc1cc(OC)c(S(N)(=O)=O)cc1C(=O)/C=C/c1cc(OC)c(OC)c(OC)c1 | 78 | . | 95 | 101 | 81 | 92 | 85 | .
OC/C(Br)=C(\Br)CO | 104 | 104 | 97 | 103 | 113 | 95 | 106 | 102
Cc1cccc2c1nc(-c1ccc(O)c(O)c1)n2Cc1c(F)cccc1F | 86 | 85 | 91 | 79 | 79 | 86 | 102 | 67
CCOC(=O)CSC1=C(C)C(=O)C(OC)=C(OC)C1=O | 94 | 102 | 98 | 104 | 107 | . | 103 | 99
C#C[C@]1(O)CC[C@H]2[C@@H]3CC=C4c5sc(C)nc5CC[C@]4(C)[C@H]3CC[C@@]21C | 96 | 99 | 101 | 100 | 109 | 91 | 94 | 116

Looked up by compound from above (7):
SMILES | UACC-62 | SK-MEL-5 | EKVX | A549/ATCC | UACC-257 | M14 | SK-MEL-28 | HOP-92
Nc1ccc(C(=O)OCc2ccccc2)cc1 | 89 | 100 | 104 | 89 | 105 | 115 | 113 | 80
CCOC(=O)CSC1=C(C)C(=O)C(OC)=C(OC)C1=O | 94 | 102 | 98 | 104 | 107 | . | 103 | 99
CC(C)c1ccc(/C=C/C=O)cc1 | . | 96 | 95 | 93 | 96 | 96 | 98 | 85
COC(=O)c1cc(=O)nc(N/N=C/c2ccco2)s1 | 106 | 100 | . | 107 | 117 | 121 | 104 | 86
BrCCc1ccc(CCCc2ccccc2)cc1 | 99 | 103 | 115 | 97 | 101 | 105 | 102 | .
Nc1ccc(C(=O)C[n+]2ccccc2)cc1 | 104 | 106 | 102 | 108 | . | 103 | 109 | 100
CCCCCCCCCC1OCC(C)([N+](=O)[O-])CO1 (stereo not drawn) | 81 | 101 | 94 | 100 | 101 | . | 96 | 82

The results go on:
SMILES | UACC-62 | SK-MEL-5 | EKVX | A549/ATCC | UACC-257 | M14 | SK-MEL-28 | HOP-92
CC/C(=C/c1c(O)cccc1OC)c1ccc2c(OC)cccc2[o+]1 | 91 | 104 | 98 | 102 | 101 | . | 97 | 110
Cc1ccc2c(c1)c(-c1nc(-c3c[nH]c4ncccc34)cs1)cn2C(=O)OC(C)(C)C | 80 | 63 | 62 | 62 | 81 | 49 | 105 | 70
COc1nc2c(c(=O)[nH]1)C1(C(=O)N(C)c3ccccc31)c1c(nc(OC)[nH]c1=O)N2 | 102 | . | 97 | 119 | 114 | 103 | 103 | 91
OCCSCc1ccc(F)cc1 | 114 | 107 | 104 | 97 | 104 | 107 | 107 | 93
Clc1ccc(-c2cc(-c3ccc4c(c3)OCO4)n3c(n2)nc2ccccc23)cc1 | 72 | 45 | 95 | 88 | 95 | 102 | 97 | 95
O=C(OCCCCI)c1ccccc1 | 105 | 113 | 102 | 99 | 96 | 107 | 109 | .
CCOc1ccccc1CC(O)CN(CC)CC (stereo not drawn) | 94 | 101 | 107 | 96 | 92 | 102 | 114 | 88
Nc1[nH]c(=O)nc2c1cnn2-c1ccc(Cl)cc1 | 107 | 99 | 96 | 111 | 120 | 101 | 103 | 64
O=C(Nc1cccc2[nH]c(C(F)(F)F)nc12)c1ccc(Br)cc1F | -1.1* | -33* | . | 17 | 40 | 49 | 63 | -15*
CC(C)(C)c1cc(/C=N/NC(=O)c2ccccc2NC(=O)c2cccs2)c(O)c(C(C)(C)C)c1 | 13 | 23 | 35 | 13 | 39 | 28 | 52 | 75
Cc1ccc(C=O)c(C)c1 | 97 | 98 | 106 | 96 | 97 | 108 | 110 | 96
CCCCCCNC(=O)CCC | 107 | 102 | 102 | 105 | 102 | 99 | 109 | 103
COc1cc(-c2nc(N3CCOCC3)c3c4c(sc3n2)CCCC4)cc(OC)c1OC | 79 | 91 | 84 | 90 | 113 | 113 | 94 | 80
CCCCCCOc1ccc(/C=N/Nc2cc(C)nc3ccc(Br)cc23)cc1 | 26 | 47 | -21* | -60* | 117 | -44* | -82* | 35
COc1cc(NC(=O)N2CCN(C)CC2)ccc1-c1ccc(NC(=O)N2CCN(C)CC2)cc1OC | 98 | 102 | 103 | 88 | 93 | 97 | 101 | 91
COC(=O)C1=C(C(=O)ON)C2C=CC1(C(Cc1ccccc1)Nc1ccccc1)O2 (stereo not drawn) | 90 | 104 | 92 | 96 | 88 | 76 | 65 | 46
COc1ccc(Cn2cc3c(c2-c2ccc(OC)cc2)CCc2c(CO)noc2-3)cc1 | 92 | 93 | 105 | 97 | 98 | 92 | 98 | 80
c1ccc(-c2nc(Nc3ccc(-c4nc5ccccc5[nH]4)cc3)nc(N3CCOCC3)n2)cc1 | . | -95* | -67* | -68* | . | -81* | -83* | -66*
COc1cc(CC(CC(=O)c2ccc3c(c2)OCO3)(C(=O)O)C(=O)O)cc(OC)c1OC | 99 | 108 | 105 | 100 | 107 | 95 | 107 | 103
Cc1nc(-n2[nH]c(=O)ccc2=O)sc1N=Nc1ccc(Br)cc1 | 87 | 98 | 91 | 100 | 104 | 80 | 100 | 100
Cc1ccccc1NC(=O)c1ccc(C(=O)Nc2ccccc2C)cc1 | 91 | 104 | 105 | 102 | 109 | 106 | 109 | 108
CC(C)(O)Cc1ccccc1Cl | 109 | 103 | 106 | 103 | 101 | 92 | 105 | 96
OC1(c2ccccc2)Oc2ccccc2C(c2ccccc2)C1c1ccccc1 (stereo not drawn) | 72 | 75 | 70 | 72 | 84 | 71 | 95 | 65
Fc1ccc(-c2cn3c(-c4c[nH]c5ccc(Br)cc45)csc3n2)cc1 | 66 | 95 | 65 | 79 | 93 | 67 | 88 | 22

Compound profiles, from the list above. Order of screens: UACC-62, SK-MEL-5, EKVX, A549/ATCC, UACC-257, M14, SK-MEL-28, HOP-92
`COc1cc(NC(=O)N2CCN(C)CC2)ccc1-c1ccc(NC(=O)N2CCN(C)CC2)cc1OC` reads 98, 102, 103, 88, 93, 97, 101, 91
`OC1(c2ccccc2)Oc2ccccc2C(c2ccccc2)C1c1ccccc1` (stereo not drawn) reads 72, 75, 70, 72, 84, 71, 95, 65
`COc1cc(-c2nc(N3CCOCC3)c3c4c(sc3n2)CCCC4)cc(OC)c1OC` reads 79, 91, 84, 90, 113, 113, 94, 80
`c1ccc(-c2nc(Nc3ccc(-c4nc5ccccc5[nH]4)cc3)nc(N3CCOCC3)n2)cc1` reads ., -95*, -67*, -68*, ., -81*, -83*, -66*
`COC(=O)C1=C(C(=O)ON)C2C=CC1(C(Cc1ccccc1)Nc1ccccc1)O2` (stereo not drawn) reads 90, 104, 92, 96, 88, 76, 65, 46

New compounds follow:
SMILES | UACC-62 | SK-MEL-5 | EKVX | A549/ATCC | UACC-257 | M14 | SK-MEL-28 | HOP-92
CC1(C)C(C=C(Cl)Cl)C1C(=O)OCc1cccc(Oc2ccccc2)c1 (stereo not drawn) | 66 | 89 | 62 | 76 | 88 | 86 | 101 | .
C[C@@H]1CC[C@H]2[C@@H](C)C(O)O[C@@H]3O[C@]4(C)CC[C@@H]1[C@]32OO4 (stereo partly drawn) | 31 | . | 30 | 41 | 38 | 30 | 78 | .
O=S(=O)(O)CCl | 100 | 103 | . | 103 | 99 | 97 | 102 | 106
COC(=O)c1cc2c(C)cc(C)nc2[nH]1 | 99 | 99 | 101 | 92 | 92 | 100 | 107 | 67
N#Cc1c(Nc2ccc(Cl)cc2)nn2c(-c3ccc(Br)cc3)c(-c3nc4ccccc4s3)c(N)nc12 | 93 | 99 | 85 | 108 | 110 | 106 | 104 | 106
O=C(Nc1ccc(O)c(C(=O)O)c1)Oc1ccccc1 | 94 | 101 | 96 | 89 | 87 | 89 | 107 | 90
COc1ccc2c(c1)-c1c(c3cc(OC)ccc3n(CCN(C)C)c1=O)C2=O | 37 | 12 | 34 | -19* | 18 | 24 | 41 | .
CCC/C=C/C=N/NC(=S)NCC | 89 | 96 | 98 | 78 | 82 | 103 | 110 | 92
CCC(=O)Oc1ccc(/C(=C(/C)Cc2cccc(OC)c2)c2ccc(OCCN(CC)CC)cc2)cc1 | 109 | 100 | 92 | 94 | 98 | 105 | . | 84
CC1=NN(c2ccccc2)C(=O)/C1=C/c1cc(=O)oc2ccc3ccccc3c12 | 97 | 94 | 81 | 92 | 126 | 90 | 107 | 66
O=C(Nc1ccccc1)OCCc1ccccn1 | 95 | 99 | 107 | 99 | 106 | 95 | 105 | .
COc1ccc(C2=Nc3c/c(=C\c4c(O)[nH]c5ccc(OC)cc45)ccc3=N2)cc1 | 89 | 46 | 101 | 86 | 98 | 89 | 83 | 71
COc1ccc(/C=C/c2c(C(=O)/C=C/c3ccc(Cl)cc3)c(C)nc3ccccc23)cc1 | 34 | 39 | 48 | 84 | 39 | 15 | 24 | 70
COc1cc2oc(-c3cccc(NC(=O)c4cc(N)ccc4C)c3)cc(=O)c2c(OC)c1OC | 95 | 80 | 90 | 102 | 112 | . | 112 | 74
Cc1ccc2c3c(c(=O)[nH]c2c1)C(c1ccc(Cl)cc1)c1c(ncn2nc(-c4ccco4)nc12)O3 (stereo not drawn) | 99 | 96 | 94 | 105 | 100 | 101 | 106 | 68
CC1OCOC(CO)C(O)C1O (stereo not drawn) | 100 | 97 | . | 93 | 94 | 96 | 107 | 111
NS(=O)(=O)c1cc(C(=O)O)c(NCc2ccco2)cc1Cl | 96 | 102 | 108 | . | 109 | 99 | 110 | 99
COc1ccc(Oc2nc(NCCCCN(C)C)ncc2[N+](=O)[O-])cc1 | 97 | 90 | 89 | 103 | 108 | 100 | 98 | 88

Assay outcomes as filed in PubChem BioAssay.
